CD11b adhes enh – increases human CD11b/CD18 adhesion to fibrinogen | K562 CD11b/CD18 adhesion to fibrinogen, ATPlite luminescence | activation, % at 10 µM | 93,000 tested, 0.07% active | AID 1499;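 active = 10 µM primary screen giving 50% or more activity, confirmed by 40% or more on retest at that dose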; also: strong numbers were not always called active; reference of the scale not given here
CYP2C9 inhib – inhibitors of human CYP2C9; P11712; CYP2C9 Supersomes, luciferin-H conversion, luminescence; inhibition, % at 5 µM; 96,000 tested, 20% active;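 active = blocking of liver enzyme CYP2C9 beyond about 50% at 5 µM, limit read from the data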; also: values of inactives mirror those of a sister screen read the other way
CD11b adhes inh – inhibitors of human CD11b/CD18 binding to fibrinogen; AID 1497; P05107+P11215; inhibition, % at 10 µM; 93,000 tested, 0.54% active; K562 CD11b/CD18 adhesion to fibrinogen, ATPlite luminescence; Mn2+ added to activate the integrin;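 active = primary inhibition of 50% or more at 10 µM, then 40% or more on retest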; also: some results filed as inactive read as strong as hits
MT1-MMP txn act – MT1-MMP promoter transcription activation; AID 750; 86,000 tested, 0.16% active; HT1080 MT1-MMP promoter luciferase reporter, luminescence, overnight; hits give high values; activation factor at 10 µM;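 active = activation factor of at least 2 for MT1-MMP transcription at 10 µM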
CYP2C19 act – increases human CYP2C19 enzyme activity; P33261; recombinant CYP2C19, luciferin-H EGE luminescence; hits give high values; 0 = fully inhibited enzyme, 1 = untreated enzyme; activation factor at 5 µM; 96,000 tested, under 10 active; AID 1025;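 active = activation factor of at least 2 at 5 µM in the primary screen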;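 also: 0 = wells with 2.5 mM tranylcypromine and 1 = vehicle-only wells; values of inactives mirror those of a sister screen read the other way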
Target sequence (P33261 whole entry, looked up): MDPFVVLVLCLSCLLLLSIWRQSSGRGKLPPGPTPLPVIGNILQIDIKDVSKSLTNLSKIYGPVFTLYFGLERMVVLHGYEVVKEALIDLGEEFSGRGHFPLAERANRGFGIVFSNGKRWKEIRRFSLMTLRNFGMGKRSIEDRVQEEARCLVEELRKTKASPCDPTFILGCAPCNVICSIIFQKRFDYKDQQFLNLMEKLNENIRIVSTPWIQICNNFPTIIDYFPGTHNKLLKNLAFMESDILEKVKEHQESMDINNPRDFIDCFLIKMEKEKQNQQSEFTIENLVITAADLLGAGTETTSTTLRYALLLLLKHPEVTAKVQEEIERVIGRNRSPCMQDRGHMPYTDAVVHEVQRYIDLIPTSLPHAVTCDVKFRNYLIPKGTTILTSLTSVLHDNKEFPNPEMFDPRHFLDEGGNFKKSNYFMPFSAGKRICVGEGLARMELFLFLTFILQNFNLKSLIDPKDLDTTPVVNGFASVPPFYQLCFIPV
PLAP act – human PLAP activation; 96,000 tested, 1.2% active; activation fold at 20 µM; purified PLAP enzyme, luminescent substrate read-out; hits give high values; in the data active = activation fold above about 2
Target sequence (P05187 whole entry, looked up): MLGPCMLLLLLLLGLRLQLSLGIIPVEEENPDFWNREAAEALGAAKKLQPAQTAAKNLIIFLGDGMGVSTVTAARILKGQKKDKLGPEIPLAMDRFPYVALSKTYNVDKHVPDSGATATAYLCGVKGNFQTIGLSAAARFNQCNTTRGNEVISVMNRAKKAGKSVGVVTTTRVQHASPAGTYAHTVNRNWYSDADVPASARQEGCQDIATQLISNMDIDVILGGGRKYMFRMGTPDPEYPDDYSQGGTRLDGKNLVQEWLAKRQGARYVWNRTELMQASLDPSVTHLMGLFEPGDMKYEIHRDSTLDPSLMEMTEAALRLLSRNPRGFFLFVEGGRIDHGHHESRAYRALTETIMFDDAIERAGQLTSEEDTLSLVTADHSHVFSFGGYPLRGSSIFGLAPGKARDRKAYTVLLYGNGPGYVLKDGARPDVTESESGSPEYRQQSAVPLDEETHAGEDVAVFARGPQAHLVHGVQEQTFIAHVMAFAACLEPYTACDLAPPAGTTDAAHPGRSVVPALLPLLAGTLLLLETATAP
CYP2C19 inh – human CYP2C19 inhibition; CYP2C19 Supersomes, luciferin-H EGE luminescence, 30 min; AID 778; 96,000 tested, 21% active; P33261; inhibition, % at 5 µM;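 active = CYP2C19 inhibition above a set limit at 5 µM in the primary screen, cut at about 50% in these data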;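 also: plate controls were negative control wells for no effect and 2.5 mM tranylcypromine positive control for full effect; values of inactives mirror those of a sister screen read the other way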
PTK2B oligo ant – blocks oligomerization of human Pyk2 in cells; Q14289; Q293 cells, Pyk2 FERM NanoBiT luminescence; hits give low values; z-score (the deposit names both 25 µM and 10 µM); 99,000 tested, 0.83% active; AID 1347419;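 active = Z-score of -3 or lower, scaled per plate to the spread of control and sample wells; inactive = z-score above -3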;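 also: negative z-score means lost luminescence so less FERM oligomerization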
CYP2C9 act – activators of human CYP2C9. P11712. recombinant CYP2C9, luciferin-H conversion, luminescence; hits give high values; factor 1 = untreated enzyme, 0 = blocked. activation factor at 5 µM. 96,000 tested, 1.4% active. AID 1024;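 active = activation factor of 2 or more for CYP2C9 at a 5 µM dose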;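 also: 0 = sulfaphenazole-blocked wells and 1 = vehicle-only wells; values of inactives mirror those of a sister screen read the other way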
An asterisk follows results filed as active; . = no result given; & = joins results of further samples.

SMILES | CD11b adhes enh | CYP2C9 inhib | CD11b adhes inh | MT1-MMP txn act | CYP2C19 act | PLAP act | CYP2C19 inh | PTK2B oligo ant | CYP2C9 act
Cn1cnc([N+](=O)[O-])c1NC(C)(C)C | 0 | 2 | 9 | 1.1 | 1 | 1 | 0 | -0.41 | 1
O=C(Nc1nccs1)c1ccc(COc2ccccc2Br)o1 | -2 | 91* | -18 | 1.2 | 0.1 | 1.2 | 88* | -1.3 | 0.1
Cc1cccc(NC(=O)c2sc3nc4c(c(-c5cccs5)c3c2N)CN(C)CC4)c1 | -2 | 0 | 9 | 1.1 | 0.6 | 1.7 | 42 | -0.02 | 1
CCCn1c(=N)n(CC(O)COc2cccc(C)c2)c2ccccc21 (centres undefined) | . | 7 | . | 1.1 | 0.6 | 0.9 | 38 | 0.39 | 0.9
COc1cc(NC(=O)C2CCN(S(=O)(=O)c3cnc[nH]3)CC2)cc(OC)c1OC | -3 | 72* | -8 | 1.1 | 0.8 | 1.9 | 20 | 0.86 | 0.3
O=c1cc(/C=C/c2ccccc2)oc2ccccc12 | -2 | 79* | -23 | . | 0.4 | 0.9 | 62* | 0.95 | 0.2
O=C(Cc1cc(=O)[nH][nH]1)N/N=C/C=C/c1ccccc1 | 5 | -12&3 | -8 | . | 1.1&1 | 1.6&1.5 | -6&-3 | 0.36 | 1.1&1
C=C(C)Cn1c(Sc2nnc(C)s2)nc2c1c(=O)[nH]c(=O)n2C | -4 | -6 | -3 | 1.1 | 1 | 1 | 3 | 1.2 | 1.1
COCCNC(=O)c1cc2c(=O)n3cccc(C)c3nc2n1C | -3 | -13 | -34 | 1.1 | 1.1 | 1.2 | -8 | . | 1.1
COCCSc1ccccc1C(=O)Nc1ccncc1 | 3 | 84* | 5 | . | 0.1 | 1.6 | 92* | -0.17 | 0.2
Cc1ccc(CNC(=O)CSc2nc3ccsc3c(=O)n2NC(=O)c2ccccc2)cc1 | 1 | 64* | -14 | 1.3 | 1 | 1 | 4 | -1.1 | 0.4
CCc1nc2ccccc2n1CCC(C)C | -4 | 22 | -3 | 1.1 | 0.6 | 1 | 42 | 0.27 | 0.8

In a second layout: 5 of the compounds above
molecule,CD11b adhes enh,CYP2C9 inhib,CD11b adhes inh,MT1-MMP txn act,CYP2C19 act,PLAP act,CYP2C19 inh,PTK2B oligo ant,CYP2C9 act
COc1cc(NC(=O)C2CCN(S(=O)(=O)c3cnc[nH]3)CC2)cc(OC)c1OC,-3,72*,-8,1.1,0.8,1.9,20,0.86,0.3
O=c1cc(/C=C/c2ccccc2)oc2ccccc12,-2,79*,-23,.,0.4,0.9,62*,0.95,0.2
O=C(Cc1cc(=O)[nH][nH]1)N/N=C/C=C/c1ccccc1,5,-12&3,-8,.,1.1&1,1.6&1.5,-6&-3,0.36,1.1&1
C=C(C)Cn1c(Sc2nnc(C)s2)nc2c1c(=O)[nH]c(=O)n2C,-4,-6,-3,1.1,1,1,3,1.2,1.1
COCCNC(=O)c1cc2c(=O)n3cccc(C)c3nc2n1C,-3,-13,-34,1.1,1.1,1.2,-8,.,1.1

New compounds follow:
SMILES | CD11b adhes enh | CYP2C9 inhib | CD11b adhes inh | MT1-MMP txn act | CYP2C19 act | PLAP act | CYP2C19 inh | PTK2B oligo ant | CYP2C9 act
Cn1cnnc1SC(C(=O)c1ccccc1)c1ccccc1 (centres undefined) | -2 | -4 | -4 | 1.1 | 0.2 | 1.2 | 81* | -0.01 | 1
COCCNC(=O)c1onc(CSc2cccc(C)c2)c1C(=O)O | . | 30 | . | . | 0.6 | 1 | 39 | . | 0.7
c1ccc(Cc2nnc3sc(-c4ccccn4)nn23)cc1 | -1 | 63* | -4 | 1.1 | 0.1 | 1.6 | 92* | 3.4 | 0.4
COC(=O)c1sc2nc(N3CCCCC3)c3c(c2c1N)CCCC3 | -1 | 72* | 0 | 1.1 | 0.6 | 1.6 | 37 | -0.4 | 0.3
COc1ccc(N2C(=O)NC(NC(=O)c3ccncc3)(C(F)(F)F)C2=O)cc1 (centres undefined) | . | 55* | . | . | 0.6 | 0.8 | 35 | -0.66 | 0.4
Cc1nc2c(nnn2Cc2ccccc2)c(=O)n1-c1ccccc1 | . | -3 | . | 1.1 | 0.8 | 0.8 | 17 | -0.45 | 1
Cc1noc(C)c1C(=O)OCC(=O)/C=C1\N(C)c2ccccc2C1(C)C | 0 | 56* | 14 | 1.1 | 0.4 | 1.1 | 60* | -0.81 | 0.4
CCCCCSc1nc(N2CCOCC2)c2c(c1C#N)CC(C)(C)OC2 | 1 | 83* | 9 | 1.3 | 0.7 | 1.5 | 25 | -0.53 | 0.2
COc1cccc(-n2nnc3c(=O)n(Cc4ccccc4F)cnc32)c1 | -2 | -48 | -10 | 0.9 | 0.8 | 1 | 17 | 0.73 | 1.5
CCN(CC)c1nc(OC)nc(-n2nnc(C(C)=O)c2C)n1 | -1 | -10 | -9 | 1 | 1.1 | 1.1 | -6 | 1 | 1.1
COc1ccc2[nH]c3c(c2c1)CN(C)CC3 | . | -7 | . | 1.2 | 1 | 1.1 | -5 | 0.56 | 1.1
COc1ccc(NS(=O)(=O)c2cc(OC)ccc2NC(=O)c2cc(C)oc2C)cc1 | 0 | 44 | 16 | 0.4 | 0.1 | 1.2 | 91* | -0.17 | 0.6
Cc1ccccc1NC(=O)c1nc[nH]c1C(=O)NCc1ccccc1 | 2 | 6 | 4 | 1.2 | 1 | 1.4 | 0 | -0.78 | 0.9
O=C(Nc1ccccc1)NC1(C(=O)NCCCN2CCOCC2)CCCCC1 | -3 | 1 | 4 | 1 | 1 | 1.4 | 0 | 0.37 | 1
CCOc1ccc(-c2nn[nH]n2)cc1 | -1 | -17 | 3 | 1.2 | 1 | 1.1 | 2 | 0.91 | 1.2
CCCCCCC(=O)Nc1ccc(C(=O)N2CCCC2)cc1 | -3 | -8 | 5 | 1.2 | 1 | 1 | 2 | 0.18 | 1.1
CC(=O)c1ccc(NC2CC(O)C(O)CO2)cc1 (centres undefined) | -4 | 10 | -8 | 1.1 | 1 | 0.9 | -1 | 1.3 | 0.9
CCC(C)NC(=O)N[C@@H](Cc1ccccc1)C(=O)O (some centres undefined) | -4 | 8 | -5 | 1 | 0.9 | 1 | 6 | -0.32 | 0.9
COc1ccc(N2CCN(C(=O)Nc3cccc(C(F)(F)F)c3)CC2)cc1 | -2 | 14 | 7 | 0.9 | 0.5 | 0.7 | 48 | 0.54 | 0.9
O=C(Cc1cccc2ccccc12)N/N=C/c1ccc(Sc2nc3ccccc3s2)o1 | . | 76* | . | . | 0.8 | 1.2 | 16 | -0.11 | 0.2
Cc1ccc(-n2nc(C)c3cc(C(=O)O)sc32)cc1 | 0 | 4 | -5 | 1 | 1.1 | 0.9 | -11 | 1.2 | 1
CCOC(=O)Nc1cc(C)ccc1OC | 2 | -30 | 2 | 0.9 | 1 | 1.2 | -4 | -0.19 | 1.3
COc1ccc(CN2CN(C(C)C)CSC2=S)cc1 | -4 | 34 | -22 | 1 | 0.9 | 0.8 | 8 | 0.56 | 0.7
Cc1cccc(N2CCN(C(=O)C3CCN(S(=O)(=O)c4cccc5cccnc45)CC3)CC2C)c1 (centres undefined) | 1 | -32 | 3 | 1.1 | 0.1 | 1.4 | 85* | . | 1.3
Cc1cccc(CN2C(=O)N/C(=C/c3cc(C)n(-c4ccccn4)c3C)C2=O)c1 | -1 | 98* | 14 | . | 0.5 | 1 | 47 | -0.37 | 0
CCOC(=O)c1ccc(NC(=O)C2(c3ccc(OC)cc3)CCCC2)cc1 | 2 | 12 | -36 | . | 0.8 | 0.9 | 17 | -1.7 | 0.9
O=C(Nc1ccc(Br)cc1F)C1CCN(c2nnc(-n3cccc3)s2)CC1 | 10 | 0 | -9 | 1.1 | 1.1 | 0.9 | -5 | . | 1
CCOc1ccccc1-c1nn2c(Cc3ccccc3)nnc2s1 | -1 | -7 | -16 | 1.5 | 0.5 | 1.3 | 54* | 0.29 | 1.1
Cc1ccc2c(c1)NC(=O)C(CC(=O)NCCN(C)C)O2 (centres undefined) | -1 | 10 | -2 | 1 | 0.9 | 1.1 | 7 | . | 0.9
O=S(=O)(c1cc(F)cc(F)c1)N1CCN(c2ncccn2)CC1 | -3 | 47 | -2 | 1.1 | 0.3 | 1 | 72* | 0.65 | 0.5
CCOc1ccccc1N(CC(=O)Nc1ccc(C)cc1)S(C)(=O)=O | 0 | 40 | -17 | 1.3 | 0.3 | 1 | 71* | -0.44 | 0.6
COc1ccc(C(=O)OCC(=O)Nc2ccc(F)c(F)c2)cc1OC | -2 | 29 | -24 | . | 0.4 | 0.9 | 58* | 0.9 | 0.7
CC1CCC2(CC1)NC(=O)c1ccccc1O2 (centres undefined) | -1 | 22 | -2 | 1 | 0.1 | 0.9 | 93* | 0.31 | 0.8
CCCCn1nnnc1NCc1ccc(OC)c(OC)c1 | -1 | 4 | 1 | 1.3 | 0.8 | 1.1 | 23 | 0.52 | 1
Cc1cc(=O)oc2cc(NC(=O)C3CC(=O)N(Cc4ccccc4)C3)ccc12 (centres undefined) | 2 | 10 | 1 | 1.2 | 0.5 | 1.3 | 52* | 1.3 | 0.9
COc1ccc(-c2csc3nc(C)n(-n4cccc4)c(=O)c23)cc1OC | 0 | 18 | -8 | 1.1 | 1 | 1.2 | -1 | 1.4 | 0.8
O=C(Cn1nc(Cc2cccnc2)c2ccccc2c1=O)NCCCN1CCCC1=O | -2 | 46 | -15 | 1.1 | 1.1 | 1.2 | -8 | . | 0.5
CC(=O)Nc1cccc(OCC(=O)NS(=O)(=O)c2ccc(Cl)cc2)c1 | 0 | 46 | -12 | 1.1 | 1 | 1.2 | -5 | 0.11 | 0.5
COc1ccc(-c2nc(CS(=O)CC(=O)NCc3ccco3)c(C)o2)cc1OC (centres undefined) | 0 | 24 | -6 | 1.1 | 0.9 | 1.3 | 13 | . | 0.8
Cc1ccc(-c2cc(C(=O)N/N=C/c3c(C)nn(C)c3C)c3ccccc3n2)c(C)c1 | -1 | 96* | 0 | . | 0.1 | 1.6 | 94* | -2.9 | 0
O=C(NC1CCCCCCC1)c1ccc2c(c1)N(Cc1ccc(F)cc1)C(=O)CS2=O (centres undefined) | -2 | 5 | -3 | 1.1 | 1.1 | 1.4 | -12 | -0.15 | 0.9
O=C(Nc1cccc(C(F)(F)F)c1)c1cccnc1N1CCCC1 | -1 | -239 | -1 | 0.9 | 0.5 | 0.8 | 48 | 0.45 | 3.4*
O=S1(=O)N=C(N2CCOCC2)c2ccccc21 | -1 | 14 | -2 | 1 | 1.1 | 0.9 | -12 | 1.4 | 0.9
CCOC(=O)C1CCN(C(=O)C2CCCCC2)CC1 | 4 | 8 | 4 | 1.2 | 0.8 | 0.9 | 18 | -0.55 | 0.9
COc1ccc(OC)c(S(=O)(=O)Nc2ccc(Oc3ccccc3)cc2)c1 | -5 | 82* | 47 | 1.1 | 0 | 1 | 97* | -3.6* | 0.2
Cc1cc(C)nc(SCC(=O)Oc2ccc3oc(=O)cc(C)c3c2)n1 | 1 | -152 | 7 | 1.1 | 1 | 0.9 | 0 | -0.52 | 2.5*
CCCC1(C(=O)OCC)NC(c2cc(OC)c(OC)c(OC)c2)C2C(=O)N(CC)C(=O)C21 (centres undefined) | 2 | 13 | -1 | 1.1 | 1 | 1.6 | 4 | -0.09 | 0.9
COc1ccc(CNC(=O)Nc2cccs2)cc1OC | . | 5 | . | 1.1 | 0.6 | 0.9 | 41 | 0.21 | 0.9
CC(=O)N1CCN(S(=O)(=O)c2cccc(C(=O)Nc3nc4c(s3)CCCC4)c2)CC1 | -1 | 14 | -22 | 0.9 | 0.9 | 1.6 | 8 | 0.31 | 0.9
CCN1C(=O)N(CC)C2NC(=S)NC21 (centres undefined) | -2 | 0 | 3 | 1.1 | 0.8 | 1.1 | 20 | 0.77 | 1
